Compound activity: PubChem BioAssay, several laboratories
AI-2 QS mod: Vibrio harveyi AI-2 quorum sensing modulators, primary screen, JMH597 strain, luminescence/OD600 ratio; Vibrio harveyi JMH597 AI-2 luminescence/OD600 ratio, 9 h; hits give low values; strain lacks LuxN and CqsS sensors; 0 = neutral-control median; activity change, % at 7.5 µM; actives 0.4% (n = 300,000); AID 2094, 2009; in the data active = activity change below about -75%, passing the limit was not always enough;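 note: luminescence divided by OD600 gain over 9 h not by final OD600 alone; inactives centre near 13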
TRPC4 potent: positive allosteric modulators of TRPC4, primary screen, cell-based, mouse TRPC4beta, HEK293 mu-opioid, Fluo-4 calcium | DAMGO EC20, Fluo-4 Ca2+ flux; hits give high values | Short transient receptor potential channel 4 (Mus musculus), Q9QUQ5 | B-score at 10 µM | actives 0.42% (n = 310,000) | AID 2227, 2009;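 active = B-score of calcium response area above 5 SD of library B-scores, with initial fluorescence ratio within 5 SD of library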;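 note: B-score of integrated fluorescence ratio over time as area under calcium response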
Target sequence (Q9QUQ5 whole entry, looked up): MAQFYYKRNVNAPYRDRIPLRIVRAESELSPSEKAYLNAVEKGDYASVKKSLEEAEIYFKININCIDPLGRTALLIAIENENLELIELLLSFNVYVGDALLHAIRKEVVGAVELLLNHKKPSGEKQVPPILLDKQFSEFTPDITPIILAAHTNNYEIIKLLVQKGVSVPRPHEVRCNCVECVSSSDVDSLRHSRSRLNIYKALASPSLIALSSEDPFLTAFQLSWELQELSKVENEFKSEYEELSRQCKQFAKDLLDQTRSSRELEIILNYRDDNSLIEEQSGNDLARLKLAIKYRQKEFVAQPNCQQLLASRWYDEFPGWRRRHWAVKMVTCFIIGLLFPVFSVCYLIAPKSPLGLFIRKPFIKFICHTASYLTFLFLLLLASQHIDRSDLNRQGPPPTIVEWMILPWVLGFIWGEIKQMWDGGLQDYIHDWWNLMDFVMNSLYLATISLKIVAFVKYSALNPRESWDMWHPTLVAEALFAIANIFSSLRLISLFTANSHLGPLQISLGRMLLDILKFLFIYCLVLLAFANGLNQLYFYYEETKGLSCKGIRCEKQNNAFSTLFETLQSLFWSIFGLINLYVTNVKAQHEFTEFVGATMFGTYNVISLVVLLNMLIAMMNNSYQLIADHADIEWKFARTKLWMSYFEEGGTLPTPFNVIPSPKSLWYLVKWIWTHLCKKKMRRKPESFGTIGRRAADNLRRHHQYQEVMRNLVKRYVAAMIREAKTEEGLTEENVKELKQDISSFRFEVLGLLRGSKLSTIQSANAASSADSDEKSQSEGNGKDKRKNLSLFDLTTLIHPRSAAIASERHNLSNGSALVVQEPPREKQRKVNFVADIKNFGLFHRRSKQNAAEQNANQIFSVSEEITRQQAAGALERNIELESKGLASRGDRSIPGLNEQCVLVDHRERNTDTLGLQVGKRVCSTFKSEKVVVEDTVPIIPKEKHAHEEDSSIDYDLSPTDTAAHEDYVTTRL
TRPC4 block: inhibitors of mouse TRPC4 channel, primary screen, Fluo4 calcium, HEK293 TRPC4beta/mu-opioid cells; DAMGO-evoked Fluo4 calcium flux; hits give low values; B-score at 10 µM; actives 0.39% (n = 300,000); AID 2247, 2010;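 active = B-score over 3 SD under the library average, no early fluorescence shift, positive overall ratio signal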
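Assay system: TRPC4beta/mu-opioid receptor HEK293 cell line; compound dosing: single concentration per test compound; detection: Fluo4 Ca2+ flux fluorescence; evaluation: per-well B score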
TRPC4 act: activators of mouse TRPC4 channel, primary screen, Fluo4 calcium, HEK293 TRPC4beta/mu-opioid cells. Short transient receptor potential channel 4 (Mus musculus), Q9QUQ5. Fluo4 calcium fluorescence; hits give high values. B-score at 10 µM. actives 0.49% (n = 310,000). AID 2237, 2010;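 active = B-score above 5 SD of library B-scores, and initial fluorescence ratio not above library mean plus 5 SD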;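 note: positive B-score marks a calcium rise read as TRPC4 activation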
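Assay system – TRPC4beta and mu-opioid receptor HEK293 stable cells · Measured by – Fluo4 fluorescence, kinetic · Schedule – dye loading 45 min room temperature, 110 s kinetic read · Read-out – B-scored integrated calcium fluorescence ratio · Controls – buffer and maximal DAMGO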
MrgX1 agonist: agonists of human MrgX1 receptor, primary screen, HEK293 cells, Fluo-4 calcium flux. Mas-related G-protein coupled receptor member X1 (Homo sapiens), Q96LB2. Fluo-4 calcium fluorescence, agonist mode; hits give high values. B-score at 10 µM. actives 0.44% (n = 310,000);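 active = calcium response B-score plate-corrected fluorescence ratio at least 3 library SD, with starting fluorescence B-score inside 5 SD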
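Assay system: MrgX1-expressing HEK293 cells / Amount: fifteen thousand cells per well / Doses: test compound in the initial addition of three / Timing: cells plated overnight, dye loaded 0.5 h 37 °C, 0.5 h room temperature / Technique: kinetic calcium dye fluorescence, Fluo-4 NW / Control set: positive and negative controls per plate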
PolyA inh: polyadenylation inhibitors in yeast reporter cells, primary screen, luminescence, S. cerevisiae; actives 0.02% (n = 300,000); calls only at 12 µM; S. cerevisiae SKY197-pL101 polyadenylation reporter, beta-gal luminescence; efflux-impaired pdr1/pdr3 knockout yeast; score 100 = 6 SD above DMSO;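 active = lowest replicate activity score at least 50, where 100 means six control SD above control mean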;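 note: yeast exposed to compound for 9 h at 30 °C; higher score means more reporter readthrough which indicates perturbed polyadenylation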
MrgX1 allo act: positive allosteric modulators of MrgX1, primary screen, HEK293 cells, Fluo-4 calcium flux | Mas-related G-protein coupled receptor member X1 (Homo sapiens), Q96LB2 | FDSS; hits give high values | B-score at 10 µM | actives 0.63% (n = 310,000);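 active = plate-corrected calcium response at least 3 library SD above typical, normal starting fluorescence, not activating the receptor alone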;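 note: compound read alongside a low EC10 to EC30 dose of BAM8-22 agonist; peak minus trough fluorescence over baseline measured at the second addition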
HIF act: HIF pathway transcriptional activators, primary screen, cell-based, U2OS HRE-luciferase, luminescence; activation, % at 7.5 µM (by protocol); U2OS HRE-luciferase reporter; normalized: DMSO 0%, desferrioxamine 100%; actives 0.32% (n = 300,000); AID 1910, 2009;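 active = mean activation of at least 10% of the iron chelator positive control signal, with at least half of replicates also reaching 10%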
TRPC6 inh: mouse TRPC6 channel inhibitors, primary screen, cell-based, HEK293, membrane potential dye | Short transient receptor potential channel 6 (Mus musculus), Q61143 | ACh-evoked depolarization; hits give low values | B-score at 10 µM | actives 1.1% (n = 310,000);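 active = B-score under library mean minus 3 SD, initial fluorescence not abnormally high, positive integrated signal ratio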;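 note: B-score derived from integrated fluorescence ratio over the kinetic read; more negative B-score means stronger inhibition of depolarization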
TRPC6 activator: mouse TRPC6 channel activators, primary screen, cell-based, HEK293, membrane potential dye. actives 0.13% (n = 310,000). B-score at 10 µM. Short transient receptor potential channel 6 (Mus musculus), Q61143. HEK293-TRPC6 membrane potential dye fluorescence; hits give high values;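 active = B-score of the integrated fluorescence ratio above library mean plus 3 SD, and starting fluorescence ratio within library mean plus 5 SD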;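 note: higher score means more depolarization so channel activation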
MrgX1 antag: antagonists of human MrgX1 receptor, primary screen, HEK293 cells, Fluo-4 calcium flux | actives 1.3% (n = 310,000) | BAM8-22 antagonism; hits give low values | B-score at 10 µM;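 active = calcium-response B-score plate-corrected more than 3 library SD below zero, starting fluorescence within 5 deviations, no agonist response on first addition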;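 note: peak minus trough fluorescence over baseline after final BAM8-22 challenge near maximal dose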
* = called active by the depositor; i = inactive; · = not tested or not shown. A portion of the library (hit frequency here may not be typical).

Molecule,AI-2 QS mod,TRPC4 potent,TRPC4 block,TRPC4 act,MrgX1 agonist,PolyA inh,MrgX1 allo act,HIF act,TRPC6 inh,TRPC6 activator,MrgX1 antag
COc1ccc(CCCc2nnc(SCC(=O)Nc3ncc(C)s3)o2)cc1,20.1,i,i,i,i,i,i,-0.1,i,i,i
COc1cc2cc(C(c3nnnn3C(C)(C)C)N3CCc4ccccc4C3)c(=O)[nH]c2cc1OC (stereo unspecified),9.8,i,i,i,i,i,i,-0.1,i,i,i
CCCc1nc(NCC2CCCO2)c2nnn(Cc3ccccc3)c2n1 (stereo unspecified),-7.0,i,i,i,i,i,i,-0.6,i,i,i
COc1cccc(/C=N/NC(=O)c2c(-c3ccccc3)noc2C)c1OC,5.0,i,i,i,i,i,i,-0.1,i,i,i
CCOC(=O)c1[nH]c(C)c(/C=N/O)c1C,15.8,i,i,i,i,i,i,0.7,i,i,i
COc1ccc(S(=O)(=O)N(C)CC(=O)Nc2ccc(C)cc2)cc1OC,15.3,i,i,i,i,i,i,0.2,i,i,i
O=C(CN1C(=O)CSc2ccc(C(F)(F)F)cc21)Nc1ccccc1,2.2,i,i,i,i,i,i,-1.3,i,i,i
Cc1ccc(Cl)cc1NS(=O)(=O)c1ccc(-n2cccn2)cc1,-2.6,i,i,i,i,i,i,·,i,i,i
Cc1ccc(NC(=O)c2cc(=O)c3ccccc3o2)c(C)c1,16.6,i,i,i,i,i,i,1.8,i,i,i
CCCOc1ccc(Cn2c(=O)oc3ccc(C)cc32)cc1OC,25.1,i,i,i,i,i,i,0.1,i,i,i
Cc1ncc([N+](=O)[O-])n1S(=O)(=O)c1cc(Br)ccc1Br,7.1,i,i,i,i,i,i,-0.2,i,i,i
CN(C)c1ccnc(Oc2ccc(C(C)(C)C)cc2)c1C#N,24.5,i,i,i,i,i,i,0.8,i,i,i
Cc1cc(C)n(-c2ncc(C#N)cn2)n1,15.6,i,i,i,i,i,i,0.4,i,i,i
COc1cc2c(cc1NC(=O)c1ccco1)CCCC2,1.8,i,i,i,i,i,i,·,i,i,i
CCOc1cccc2cc(C(=O)NCc3cccnc3)c(=O)oc12,17.0,i,i,i,i,·,i,-0.4,i,i,i
Cc1cc(C)cc(OCC(=O)OCC(=O)NCCC2=CCCCC2)c1,8.5,i,i,i,i,i,i,0.0,i,i,i
COc1ccc(C(=O)Nc2cccc(S(C)(=O)=O)c2)cc1,-10.5,i,i,i,i,i,i,0.0,i,i,i
O=C(NNc1ccccn1)c1ccc(Cl)nc1,29.6,i,i,i,i,i,i,0.0,i,i,i
O=C(CNC(=O)C1COc2ccccc2O1)N/N=C\c1ccccc1Cl (stereo unspecified),-2.4,i,i,i,i,i,i,-0.6,i,i,i
Cc1ccc2[nH]cc(CCNC(=O)c3ccc([N+](=O)[O-])cc3)c2c1,11.7,i,i,i,i,i,i,0.0,i,i,i
COc1cc(/C=N/NC2=NS(=O)(=O)c3ccccc32)ccc1OC(C)=O,24.4,i,i,i,i,i,i,0.0,i,i,i
CCC(CC)NC(=O)CCc1nc2ccccc2c(=O)[nH]1,39.7,i,·,i,i,i,i,-0.2,i,i,i
CC1=CC(C)(C)Nc2ccc(OC(=O)CN3C(=O)c4cccc5cccc(c45)C3=O)cc21,22.9,i,i,i,i,i,i,-4.3,i,i,i
CCCCn1c(N)c(N(CC(C)C)C(=O)c2oc3ccc(Br)cc3c2C)c(=O)[nH]c1=O,12.3,i,i,i,i,i,i,-0.5,i,i,i
COCCNC(=O)c1ccccc1NC(=O)c1cc(OC)cc(OC)c1,7.0,i,i,i,i,i,i,-0.3,i,i,i
CCCn1c(=N)n(CC(=O)OCC)c2ccccc21,8.1,i,i,i,i,i,i,-0.3,i,i,i
COc1cccc(NC(=O)CSc2nnc(Cn3nnc4ccccc43)n2C)c1,15.9,i,i,i,i,i,i,-0.1,i,i,i
CC(=O)NNc1ncnc2c1cnn2-c1ccc(C)c(C)c1,14.7,i,i,i,i,i,i,0.5,i,i,i
COc1cc(NC(=O)N2CCOCC2)cc(OC)c1,33.4,i,i,i,i,i,i,0.3,i,i,i
O=C(NCCc1ccccc1)C(c1ccc(F)cc1)N(C(=O)c1csnn1)C1CC1 (stereo unspecified),·,i,i,i,i,·,i,-0.1,i,i,i

Taken from above.
Under AI-2 QS mod, COc1cc2c(cc1NC(=O)c1ccco1)CCCC2 reads 1.8
Under HIF act, Cc1ccc(NC(=O)c2cc(=O)c3ccccc3o2)c(C)c1 reads 1.8

(continued)
Molecule,AI-2 QS mod,TRPC4 potent,TRPC4 block,TRPC4 act,MrgX1 agonist,PolyA inh,MrgX1 allo act,HIF act,TRPC6 inh,TRPC6 activator,MrgX1 antag
CCOc1ccc(N2Cc3ncccc3C2=O)cc1,24.4,i,i,i,i,i,i,1.9,i,i,i
O=C1CC(NCC2CCCO2)C(=O)N1c1ccc(Cl)cc1 (stereo unspecified),12.5,i,i,i,i,i,i,-0.5,i,i,i
COc1cc(NC(=O)Cn2c(=O)n(CC3CCCO3)c(=O)c3cc(OC)c(OC)cc32)cc(OC)c1 (stereo unspecified),-4.2,i,i,i,i,i,i,0.4,i,i,i
Cc1nc([N+](=O)[O-])cn1CC(=O)Nc1ccc(F)c(Cl)c1,·,i,i,i,i,i,i,0.0,i,i,i
c1csc(-c2nc3ccccn3c2NC2CCCCC2)c1,30.0,i,i,i,i,i,i,0.1,i,i,i
O=C(OCC(O)COc1ccccc1)c1ccc([N+](=O)[O-])cc1 (stereo unspecified),-39.4,i,i,i,i,i,i,0.3,i,i,i
Nc1nonc1C(=O)OCC(=O)N1CCOCC1,8.9,i,i,i,i,i,i,0.1,i,i,i
Cc1ccc(-n2ccc(=O)c(C(=O)Nc3ccc(S(=O)(=O)Nc4nccc(C)n4)cc3)n2)cc1,15.1,i,i,i,i,i,i,-1.3,i,i,i
COc1cc(C2NC(=S)NC(c3ccccc3)=C2C(C)=O)ccc1O (stereo unspecified),-29.1,i,i,i,i,i,i,-1.2,i,i,i
COc1cccc(N(C(=O)c2ccco2)c2nc(-c3sc(NC(=O)c4ccco4)nc3C)cs2)c1,22.0,i,i,i,i,i,i,-2.7,i,i,i
CCc1ccc(CNC(=O)C2CCN(S(=O)(=O)N3CC(C)CC(C)C3)CC2)cc1 (stereo unspecified),8.2,i,i,i,i,i,i,-0.4,i,i,i
Cc1ccc(OCC(=O)NCc2ccco2)c([N+](=O)[O-])n1,14.3,i,i,i,i,i,i,0.2,i,i,i
CN(c1ccccc1)c1nc(N)c([N+](=O)[O-])c(Nc2ccccc2)n1,-4.9,i,i,i,i,i,i,-1.1,i,i,i
Cc1cc(N2CCCCC2C)nc(-c2ccccc2O)n1 (stereo unspecified),20.8,i,i,i,i,i,i,0.6,i,i,i
O=[N+]([O-])c1cccc(OCCCN2CCC(Cc3ccccc3)CC2)c1,-0.8,i,i,i,i,i,i,-7.4,-7.11*,i,i
Cc1nn(-c2ccccc2)c(NC(=O)c2cccs2)c(-c2ccccc2Cl)c1=O,8.0,i,i,i,i,i,i,·,i,i,i
O=C(O)c1cc(C2CC2)nn1-c1ccccc1,-4.4,i,i,i,i,i,i,0.8,i,i,i
O=C(Nc1ccc(F)cc1)c1ccc2nc[nH]c2c1,16.5,i,i,i,i,i,i,1.4,i,i,i
O=S(=O)(NCCCCCNS(=O)(=O)c1ccccc1)c1ccccc1,14.2,i,i,i,i,i,i,-0.2,i,i,i
COc1ccc(NC(=O)Nc2cccc(F)c2)c(OC)c1,5.8,i,i,i,i,i,i,0.3,i,i,i
CCOc1ccc(N(CC(=O)NCCSCc2ccco2)S(=O)(=O)c2ccc(F)cc2)cc1,16.7,i,i,i,i,i,i,-1.0,i,i,i
O=C(O)CCn1c(=S)n(CCC(=O)O)c2ccccc21,39.9,i,i,i,i,i,i,0.4,i,i,i
O=c1c2ccccc2nc(/C=C/c2ccccc2)n1CCCO,-10.5,i,i,i,i,i,11.2*,-0.2,i,i,i
COC(=O)CN1C(c2ccc(OC)cc2)=Nc2ccc(Cl)cc2C1c1ccccc1 (stereo unspecified),9.5,i,i,i,i,i,i,0.3,i,i,i
Cc1ccc(C(=O)N2CCC3(CC2)Oc2ccc(F)cc2C(=O)C32CC(c3cccnc3)=NO2)s1 (stereo unspecified),18.2,i,i,i,i,i,i,-0.7,i,i,i
O=[N+]([O-])c1ccc2nc(/C=C/c3ccc(Cl)cc3)[nH]c2c1,15.4,i,i,i,i,i,i,1.4,i,i,i
CC(NC(=O)C12CC3CC(CC(C3)C1)C2)c1ccc2c(c1)OCCO2 (stereo unspecified),45.4,i,i,i,i,i,i,0.8,i,i,i
Fc1ccc(Nc2nnc(C(F)(F)F)s2)cc1,2.1,i,i,i,i,i,i,-0.2,i,i,i
Fc1ccc(CSc2nnc(-c3ccncc3)o2)cc1,-78.0*,i,i,i,i,i,i,2.2,i,i,i
c1ccc(-c2noc(CN3CCCC(OCc4ccccn4)C3)n2)cc1 (stereo unspecified),10.8,i,i,i,i,i,i,0.0,i,i,i
CC(C)Cn1cnc2c(c1=N)C(c1ccccc1)C1=C(CC(C)(C)CC1=O)O2 (stereo unspecified),26.8,i,i,i,i,i,i,-0.2,i,i,i
